Compound activity: PubChem BioAssay, National Center for Advancing Translational Sciences (NCATS)
MBNL1-CUG inh: MBNL1-poly(CUG) RNA binding inhibition; TR-FRET MBNL1-His/biotin-(CUG)12 binding, 665/545 ratio; Potency, µM (highest dose often 57.5 µM), inactives show at the highest dose activity change, negative = inhibition, usual class: inhibitors; 280,000 tested, 0.036% active; Q9NR56; AID 2675; active = well fitted inhibition curve with a large enough effect in the signal ratio, with a control signal flat, not every such curve was filed as active; inconclusive = small, poorly fitted or top-dose-only effect, or effect the other way, or a change in a side signal; inactive = no such curve, though single readings can be large or run the other way; the % refers to the signal ratio; also: potency is read from the fitted curve at half-maximal effect; % is scaled to controls: 0 for no effect and ±100 for the full control effect
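MBNL1-His + Biotin-(CUG)12, cpd titration 92 nM–58 uM; Tb anti-His Ab 0.055 ng/ul, SA-XL665 5 nM (final); 60 min RT; ratiometric 665/545 nm, Ex 340 nm; normalized to buffer and full-complex controls.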
Menin-MLL TR inh: displaces Texas Red mutant MLL peptide from human menin | O00255 | Menin + Texas Red MLL mutant peptide, fluorescence polarization | Potency, µM (titrated, usually from 61.6 µM), for inactives: at the highest dose FP activity change, negative = inhibition, most hits filed as inhibitors | 270,000 tested, 0.23% active; active = well fitted inhibition curve with a large enough effect in the polarisation, with a control signal flat, not every such curve was filed as active; inconclusive = small, poorly fitted or top-dose-only effect, or effect the other way, or a change in a side signal; inactive = no such curve, though single readings can be large or run the other way; the % refers to the polarisation; also: potency is read from the fitted curve at half-maximal effect; % of control where 0% means no effect; many of its hits are not listed in these tables
a7 integrin act: integrin-mediated muscular dystrophy alleviation activation; alpha7betagal myoblasts, beta-gal FDG fluorescence, 48 h; AID 624291; Potency, µM (highest dose often 38.3 µM), for inactives: top-dose activation, usual class: activators; 350,000 tested, 0.064% active;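 also: potency is read from the fitted curve at half-maximal effect; 100% = response of the positive control SU9516; nearly all actives have a fitted effect of over 60% in size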
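Alpha7betagal+/- myoblasts (passage 13) were plated 16-24 hr, then exposed to compounds (1:260 dilution of DMSO stock) for 48 hours at 37C. After MPER lysis, β-galactosidase reporter activity was read as FDG fluorescence (ex 480/em 540) after 30 minutes.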
PTAP TSG101 blk: blocks PTAP/TSG101 interaction to inhibit HIV-1 budding; Q99816; Fluorescence polarization, FITC-PTAP peptide / Tsg101 binding; Potency, µM (highest dose often 115 µM), for inactives: at the highest dose activity change, negative = inhibition, usual class: inhibitors; 340,000 tested, under 10 active; active = well fitted inhibition curve with a large enough effect in the main read-out, with a control signal flat, not every such curve was filed as active; inconclusive = small, poorly fitted or top-dose-only effect, or effect the other way, or a change in a side signal; inactive = no such curve, though single readings can be large or run the other way; also: potency is read from the fitted curve at half-maximal effect; % of control where 0% means no effect
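Fluorescence anisotropy tracks displacement of a FITC-tagged PTAP peptide (50 nM) from the Tsg101 binding domain (10 uM), following a 20 min room-temperature incubation at pH 7.5.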
TCR act: activators of T cell receptors. 330,000 tested, under 10 active. Potency, µM (series often up to 9.22 µM), for inactives: at the highest dose activation of IL-2 secretion, hits mostly activators. primary human leukocytes, anti-CD3, IL-2 HTRF, 48 h; also: % of control where 0% means no effect
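Primary human leukocytes were stimulated with a-CD3 beads plus compounds for 48 hr without co-stimulation; secreted IL-2 was quantified by HTRF using a-IL-2-K (europium cryptate) and a-IL-2-d2, excited at 320nm with acceptor emission read at 665nm.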
Mito fusion act: mitochondrial division inhibition or fusion activation; S. cerevisiae fusion-defective mutant growth rescue, CellTiterGlo 48 h; 320,000 tested, 0.23% active; Potency, µM (doses to about 46.1 µM), for the others: at the highest dose growth rescue (activation), usual class: activators;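 also: potency is read from the fitted curve at half-maximal effect; % of control where 0% means no effect; nearly all actives have a fitted effect of over 45% in size; temperature-sensitive fusion mutants such as fzo1-1 at 37 °C on non-fermentable ethanol glycerol medium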
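Temperature-sensitive fusion-defective S. cerevisiae (e.g. fzo1-1, mgm1-5) were grown with compound in YPEG medium (3% ethanol, 3% glycerol) for 48 hours at 37C. Growth rescue was measured as viability by CellTiterGlo luminescence after 10 minutes at ambient.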
MLL CXXC-DNA inh: blocks binding of human MLL CXXC domain to DNA. Potency, µM (titrated, usually from 115 µM), for the others: at the highest dose activity change, negative = inhibition, usual class: inhibitors. MLL-CXXC / FITC-HOXA9 DNA fluorescence polarization. Q03164. 290,000 tested, 0.037% active; active = well fitted inhibition curve with a large enough effect in the polarisation, with a control signal flat, not every such curve was filed as active; inconclusive = small, poorly fitted or top-dose-only effect, or effect the other way, or a change in a side signal; inactive = no such curve, though single readings can be large or run the other way; the % refers to the polarisation; also: potency is read from the fitted curve at half-maximal effect
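Purified MLL-CXXC (added from a 7 uM solution) was preincubated 5 min at ambient with pinned compounds in 50 mM Tris-HCl pH 7.5, 50 mM NaCl, 1 mM DTT, 0.05% BSA. Fluorescein-labeled HOX-A9 DNA (50 nM solution) followed, 30 min, then polarization read.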
TSHR antagonist: antagonists of human thyroid stimulating hormone receptor; TSHR-expressing cells, TSH-stimulated cAMP HTRF, 2 h; hits give low values; AID 504810; 330,000 tested, 0.2% active; activity change, negative = inhibition, % at 11.5 µM; P16473;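 active = activity change below a set negative limit, meaning inhibition stronger than a set level, cut at about -70% in these data; inconclusive = activity change between two set negative limits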; also: % is scaled to controls: 0 for no effect and ±100 for the full control effect
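Read-out is FRET at 665 nm (cryptate excitation 337 nm) from a cryptate-tagged anti-cAMP antibody, competed by cell cAMP against cAMP-d2. Compounds are tested on freshly harvested TSHR cells challenged with 4nM TSH (EC80) for 2 hours at 37 deg C.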
AT treatment: candidate therapy for ataxia-telangiectasia | […] A-T fibroblasts, KAP-1 phosphorylation AlphaLISA; neocarzinostatin DNA damage 30 min before lysis | Potency, µM (titrated, usually from 57.5 µM), inactives show top-dose activation, actives largely listed as activators | 320,000 tested, 0.19% active | AID 485349; also: potency is read from the fitted curve at half-maximal effect; % of control where 0% means no effect; nearly all actives have a fitted effect of over 45% in size
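ATM-like activity read as KAP-1 phosphorylation via AlphaLISA donor/acceptor antibody pairs after lysis and 6 hr at 25C. Cells were ATM-null patient fibroblasts ([…], hTERT), dosed 60 min, then exposed to the DSB inducer NCS for 30 min.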
ASM inhibitor: blocks human secretory acid sphingomyelinase. P17405. placental ASM, HMU-PC fluorogenic substrate, 60 min. Potency, µM (series often up to 57.5 µM), without a hit: top-dose activity change, negative = inhibition, actives largely listed as inhibitors. 340,000 tested, 0.006% active. AID 504937; also: potency is read from the fitted curve at half-maximal effect
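HMU-PC0 cleavage (9 uM final) by human placental ASM, 60 min at 37 °C following 10 min compound exposure at RT; stopped at pH 10, fluorescence Ex 386/Em 447 nm.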
Numbers without * were called inactive; ? = inconclusive; nt = no result given; [ ] = remark or other dose. Unless noted, calls follow the shape of the dose curve; as a rule, active = well fitted curve in the direction sought with a large enough effect; inconclusive = small, poorly fitted or top-dose-only effect, or another doubt; inactive = no such curve, though single readings can be large; an effect the other way counts as inactive or inconclusive. A portion of the library (hit frequency here may not be typical).

Results follow in this order: MBNL1-CUG inh | Menin-MLL TR inh | a7 integrin act | PTAP TSG101 blk | TCR act | Mito fusion act | MLL CXXC-DNA inh | TSHR antagonist | AT treatment | ASM inhibitor
- O=C(NCc1ccccn1)C1CCN(S(=O)(=O)c2cnc[nH]2)CC1
  -10% | 5% | -5% | -6% | 1% | -3% | -2% | -3 | 5% | 1%
- Cc1nc2ccc(NC(=S)NC3CC3)cc2nc1C
  nt | 2% | -10% | 0% | -4%[46.1 µM] | -4% | 13% | 8 | -5% | 7%
- O=C(c1c(F)cccc1F)N1CCN(c2cccc(C(F)(F)F)c2)CC1
  -6% | 2% | 16% | -4% | 2% | 6% | 7% | -3 | -20% | 0%
- CCCc1nnc(NC(=O)CCC(=O)Nc2ccc(Cl)cc2)s1
  -6% | 27% | ? | 45%[activator] | 13% | -7% | -1% | 15 | 6% | -1%
- CC(C)N1C(=O)c2ccccc2C1C(=O)NC1CCCCCC1 (stereo not drawn)
  -10% | 2% | 29% | -11% | 1% | -5% | 1% | 23 | nt | 0%
- CN(C)c1ccc(O)c2c1CC1CC3[C@@H](N(C)C)C(=O)C(C(N)=O)C(=O)[C@]3(O)C(=O)C1C2=O (stereo partly drawn)
  nt | nt | nt | 0% | -8% | nt | nt | 4 | -37%[inhibitor] | -9%
- CCOC(=O)C1CCN(C(=O)c2ccc(OC)cc2OC)CC1
  -1% | 8% | -26% | -6% | 2% | 0% | 1% | -5 | 7% | 6%
- CCN(CC)C(=O)Cc1cn(C)c2ccccc12
  1% | -12% | 7% | -2% | -3% | -6% | 4% | -6 | 5% | -1%
- Cn1cc(Cl)c(C(=O)N/N=C/c2ccc3c4c(cccc24)CC3)n1
  18% | 37%[activator] | 4% | 0% | 2% | 2% | -1% | -80* | -2% | 70%[activator]
- Cc1ccccc1OCCCCCn1ccnc1
  2% | ? | -48%[inhibitor] | 4% | 4% | -7% | 13% | -4 | 2% | 2%

Single records (already shown). Order of screens: MBNL1-CUG inh	Menin-MLL TR inh	a7 integrin act	PTAP TSG101 blk	TCR act	Mito fusion act	MLL CXXC-DNA inh	TSHR antagonist	AT treatment	ASM inhibitor
CC(C)N1C(=O)c2ccccc2C1C(=O)NC1CCCCCC1 (stereo not drawn) is entered as -10%	2%	29%	-11%	1%	-5%	1%	23	nt	0%
CCOC(=O)C1CCN(C(=O)c2ccc(OC)cc2OC)CC1 is entered as -1%	8%	-26%	-6%	2%	0%	1%	-5	7%	6%
CCCc1nnc(NC(=O)CCC(=O)Nc2ccc(Cl)cc2)s1 is entered as -6%	27%	?	45%[activator]	13%	-7%	-1%	15	6%	-1%
Cc1nc2ccc(NC(=S)NC3CC3)cc2nc1C is entered as nt	2%	-10%	0%	-4%[46.1 µM]	-4%	13%	8	-5%	7%

Continuation.
Results follow in this order: MBNL1-CUG inh | Menin-MLL TR inh | a7 integrin act | PTAP TSG101 blk | TCR act | Mito fusion act | MLL CXXC-DNA inh | TSHR antagonist | AT treatment | ASM inhibitor
- CCOc1ccccc1CN1CCNC(=O)C1CC(=O)NC1CCCCCCC1 (stereo not drawn)
  nt | nt | -2% | -3% | -5% | nt | nt | nt | nt | 1%
- O=C(CSCc1c(F)cccc1Cl)Nc1cccnc1
  6% | 6% | -17% | -2% | 1% | -5% | -2% | -18 | 2% | -1%
- O=C(CSc1nnc(-c2ccncc2)n1Cc1ccccc1)Nc1nccs1
  -13% | -7% | -2% | -4% | 6% | 6% | -3% | 1 | 1% | 2%
- CC(=O)N1N=C(c2cccs2)CC1c1ccco1 (stereo not drawn)
  9% | 1% | 10% | -1% | 1% | -3% | -2% | -5 | 6%[11.5 µM] | 0%
- C=CCn1c(-c2sccc2C)n[nH]c1=S
  nt | 14% | -12% | -4% | -5%[46.1 µM] | -6% | -17% | -5 | -2% | 4%
- O=C(O)C1CCCCC1C(=O)Nc1ccc2c(c1)OCCO2 (stereo not drawn)
  2% | 11% | 4% | -4% | nt | 1% | 1% | 17 | 4% | -1%
- COc1ccccc1C(CNC(=O)C(CCSC)NS(=O)(=O)c1ccccc1F)N1CCCC1 (stereo not drawn)
  nt | nt | ? | -1% | -2% | 2% | nt | 6 | -2% | 6%
- COc1cccc(C(c2cccc(OC)c2)c2ccccc2C(=O)O)c1
  nt | nt | 18% | -1% | 1% | nt | nt | nt | nt | -2%
- N#CCC(=O)N/N=C/c1cn(Cc2cccc3ccccc23)c2ccccc12
  nt | nt | -4% | -2% | 6% | -3% | -7% | 22 | 5% | -1%
- COc1ccc2c(c1)OC(O)(C(F)(F)F)CC2=O (stereo not drawn)
  -3% | 5% | -6% | -7% | nt | 2% | -11% | 14 | -9% | 0%
- Cc1ccccc1OCC(=O)OC(C(=O)c1ccccc1)c1ccccc1 (stereo not drawn)
  -14% | -6% | -13% | -3% | 0%[46.1 µM] | -2% | 8% | -1 | 8% | -1%
- Cc1ccc(C(=O)Nc2ccc(C(=O)O)cc2)cc1S(=O)(=O)Nc1cccc([N+](=O)[O-])c1
  6% | 10% | 16% | 1% | -3% | 6% | -9% | 4 | -1% | -12%
- COCCNC(=O)c1ccc(-c2csc(C)n2)cc1
  -9% | -14% | 11% | -2% | 1% | -7% | 1% | -5 | 5% | 0%
- O=C(Nc1ccccc1C(=O)N1CCOCC1)c1ccc([N+](=O)[O-])cc1
  ? | 3% | -40% | -1% | -13% | 2% | -4% | -11 | 3% | 3%
- O=C(CSC1=NCCS1)Nc1nc2ccccc2s1
  -12% | 21% | -40% | -8% | -5%[46.1 µM] | 8% | 15% | -5 | 6% | 7%
- COc1cc(/C=N/NC(=O)C(Cc2c[nH]c3ccccc23)NC(=O)OCc2ccccc2)cc([N+](=O)[O-])c1O (stereo not drawn)
  nt | ? | 9% | -4% | -1% | -7% | 1% | -5 | 2% | ?
- O=C(Cn1nnc2ccccc2c1=O)NCCc1ccc(Cl)cc1Cl
  22% | -2% | 2% | -1% | 3%[46.1 µM] | -3% | 5% | -9 | 0% | -1%
- Cc1cn(C2CCCCO2)c(=O)nc1NO (stereo not drawn)
  nt | nt | 13% | 0% | 2% | nt | nt | nt | nt | 0%
- COC(=O)c1c(NC(=O)CN2C(=O)NC(CCc3ccccc3)C2=O)sc2c1CCCCC2 (stereo not drawn)
  34%[activator] | 0% | -35% | 0% | -1%[46.1 µM] | 5% | -11% | 3 | 7% | -11%
- CCOc1ccc(NS(=O)(=O)c2ccc(OCC)c3ncccc23)cc1
  11% | 1% | -26% | 0% | 0% | 3% | 0% | 13 | 3% | -3%
- C[C@]12C(=O)N(c3ccc(F)cc3)C(=O)N1[C@@H]1c3ccccc3OC[C@@H]1[C@H]2c1ccccc1
  -6% | 4% | 10% | -11% | -2% | 2% | 8% | -14 | 0% | -3%
- CCC(OC(=O)c1cc2sccc2n1C)C(=O)NCc1ccco1 (stereo not drawn)
  8% | 3% | 21% | -4% | 1% | 9% | -3% | -15 | 1% | -3%
- CC(CC(=O)Nc1nc2ccccc2[nH]1)c1ccccc1 (stereo not drawn)
  -2% | 0% | 17% | 1% | -6% | 12% | -5% | 25 | 3% | 1%
- CC(=O)N1CCc2cc(S(=O)(=O)NC(CC(C)C)C(=O)N3CCn4c3nc3ccccc34)ccc21 (stereo not drawn)
  -8% | -3% | 9% | -2% | -3% | -2% | -5% | -9 | 5% | -1%
- NC(=O)C1(N2CCCCC2)CCN(C(=O)NC23CC4CC(CC(C4)C2)C3)CC1
  0% | -1% | -15% | 1% | 3% | 0% | 18% | 3 | -1% | 2%
- CSc1ccc(NC(=O)Nc2cccn(Cc3ccccc3)c2=O)cc1
  5% | -7% | -123%[inhibitor] | -1% | 1% | -1% | -2% | -14 | -4% | -1%
